Peg3 prom inh: inhibitors of Peg3 promoter; AID 588405; inhibition, % at 20 µM; HeLa PEG-Prom luciferase reporter, luminescence, overnight; 1.7% of 360,000 active;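 active = inhibition of at least 50% at 20 µM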
HIF-2a block: inhibitors of HIF-2a; 786-0 RCC cells HIF-2a reporter, luciferase luminescence, overnight; inhibition, % at 18.8 µM; 0.72% of 360,000 active;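 active = inhibition of the luminescence signal of 40% or more relative to plate controls, in a single-dose primary screen at 18.75 µM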
KKLEB cytotox: CF airway cell cytotoxicity counter-screen; KKLEB CF airway cells viability, ATPlite luminescence, overnight; hits give low values; cells stimulated with P. aeruginosa culture filtrate; activity change (cytotoxicity), % at 5 µM; 0.36% of 360,000 active; AID 602141;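 active = corrected activity change at or below -50% at 5 µM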
MITF TRPM1 inh: reduces MITF-dependent TRPM1 promoter luciferase signal; inhibition, % at 12.5 µM; SK-MEL-5 TRPM1 promoter luciferase, 24 h; AID 488899; 0.83% of 330,000 active;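 active = mean inhibition across replicates of 60% or more, whatever share of single replicates reaches that level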; note: values of inactives mirror those of a sister screen read the other way
C8 TRAIL sens: sensitizes caspase-8 expressing cells to TRAIL; NB7+C8 cells + TRAIL, ATPlite viability luminescence; inhibition (viability loss, TRAIL sensitization), % at 10 µM; 1% of 360,000 active;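 active = compounds causing at least 50% loss of cell viability in the single-dose screen, relative to plate controls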
NR2E3 ag-1: agonists of human NR2E3 nuclear receptor; Q9Y5X4; CHO-S Gal4-NCOR/VP16-NR2E3 two-hybrid, luciferase; inhibition of corepressor binding, % at 3.98 µM; 0.35% of 360,000 active; AID 602229;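 active = inhibition above the mean of all tested compounds plus 3 SD, cut at about 70% in these data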;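 note: 0% = DMSO with NR2E3 transfected cells and 100% = cells lacking NR2E3 construct; higher means lower luciferase signal from less NR2E3 corepressor binding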
Target sequence (Q9Y5X4 whole entry, looked up, the tested form may be a part): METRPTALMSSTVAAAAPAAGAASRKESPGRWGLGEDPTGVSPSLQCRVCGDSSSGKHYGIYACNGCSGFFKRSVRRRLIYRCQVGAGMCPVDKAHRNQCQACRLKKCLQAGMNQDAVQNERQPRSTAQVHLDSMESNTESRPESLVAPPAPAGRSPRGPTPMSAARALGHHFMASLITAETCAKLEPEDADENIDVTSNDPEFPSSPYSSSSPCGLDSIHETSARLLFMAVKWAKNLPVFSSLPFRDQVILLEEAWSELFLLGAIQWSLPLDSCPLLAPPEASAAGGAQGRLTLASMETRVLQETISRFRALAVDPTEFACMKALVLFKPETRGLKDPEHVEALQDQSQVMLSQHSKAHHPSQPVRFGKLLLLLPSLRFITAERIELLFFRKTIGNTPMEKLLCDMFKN
CF NFkB inh: cystic fibrosis NF-kB activation inhibition; KKLEB NF-kB-GFP reporter, PAF-induced, GFP fluorescence overnight; AID 588850; inhibition, % at 5 µM; 0.86% of 360,000 active;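 active = at least 50% inhibition at 5 µM, scaled per plate between neutral and stimulator controls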;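 note: PAF is a Pseudomonas aeruginosa culture filtrate used as stimulus; plate controls were PAF-stimulated DMSO wells for no effect and unstimulated DMSO wells for full effect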
Shn3 inh set2: Schnurri-3 reporter inhibition in Clone20 osteoblasts; Clone20 osteoblast Shn3 3'UTR firefly luciferase, 24 h; 0.52% of 360,000 active; inhibition, % at 12.5 µM;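 active = mean inhibition of at least 75% with every replicate also reaching 75%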;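 note: 0% = median of neutral control wells and 100% = pilot-screen positive control compound; some compounds past the cut are filed as inactive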
LMP1 NFkB inh: inhibitors of Epstein-Barr LMP1-induced NF-kappaB reporter | inhibition, % at 12.5 µM | 0.69% of 350,000 active | LMP1-induced NF-kappaB luciferase reporter cells, luminescence; in the data active = inhibition above about 41%;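 note: 0% = neutral control wells and 100% = reference inhibitor control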
iPSC survival up: enhancers of human iPSC single-cell survival; hiPSC single-cell survival, ATPlite luminescence; 100% = ROCK inhibitor wells, 0% = DMSO; survival enhancement, % at 20 µM; 0.044% of 360,000 active; AID 602274; in the data active = survival enhancement above about 18%;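 note: cells exposed to compounds for 16 hours before the ATP read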
NR2E3 ag-2: NR2E3 (human) agonism; AID 2300; 0.12% of 320,000 active; GST-NR2E3/biotin-RetCOR TR-FRET, 1536-well; inhibition of corepressor binding, % at 4.78 µM; Q9Y5X4;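 active = percent inhibition above the cutoff of mean plus 3 SD of all tested compounds, set per screening campaign, cut at about 20% in these data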;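 note: 0% = DMSO wells and 100% = biotin wells as full block of FRET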
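System: GST-tagged NR2E3 plus biotinylated RetCOR corepressor; Amount: 1.35 nM GST-tagged NR2E3 final; Dosing: single nominal compound dose of 4.8 µM; Schedule: 5 h incubation at 4 °C; Technique: TR-FRET with europium anti-GST and streptavidin-D2, 340 nm excitation; Controls: biotin wells as high control, 0.6% DMSO wells as low control.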
The depositor's hits bear a star; . = no result given.

no.	Molecule	Peg3 prom inh	HIF-2a block	KKLEB cytotox	MITF TRPM1 inh	C8 TRAIL sens	NR2E3 ag-1
1	C=CCn1c(SCC(=O)N2CCOCC2)nc2sc(C)c(C)c2c1=O	25	19	0	-6	-5	-16
2	COc1ccc(NC(=O)CCN2CC(C)OC(C)C2)c(OC)c1 (stereo not given)	1	20	-4	0	-3	14
3	CCc1ccc(S(=O)(=O)c2n[nH]n3c2nc(=O)c2ccccc23)cc1	-5	11	4	8	-10	6
4	O=C(NN1CCCCC1)c1cnn2c(C(F)F)cc(-c3ccccc3)nc12	14	19	-12	-3	1	1
5	CSc1cccc(NC(=O)c2cccc3cccnc23)c1	-294	-221	-3	-40	15	-147
6	Cc1cc(=O)[nH]c(SCC(=O)Nc2ccc(Cl)cn2)n1	-4	8	-2	2	15	5
7	O=C(COC(=O)/C=C/c1ccc(Cl)cc1)Nc1ccccc1-c1ccccc1	-2	14	7	-6	-2	-29
8	Cc1ccc(NS(=O)(=O)c2ccc3c(c2)CC(=O)N3)cc1F	4	8	0	1	-21	-17
9	OC[C@@H](O)[C@@H](O)[C@H](O)[C@H](O)CO	0	-4	1	-3	13	-7
10	Cc1c(C(=O)OCC(=O)N2CC(=O)Nc3ccccc32)oc2ccc(Br)cc12	12	8	-15	17	15	13
11	CCCC(C)NC(=O)c1ccc2[nH]c3c(c2c1)CC(C)CC3 (stereo not given)	-102	-135	1	-17	0	-6
12	Cc1ccc(CN(CC(=O)NC2CCCCC2)C(=O)c2csnn2)cc1	6	11	2	0	-3	5

no.	CF NFkB inh	Shn3 inh set2	LMP1 NFkB inh	iPSC survival up	NR2E3 ag-2
1	17	14	1	0.3	-8
2	3	-13	0	-1.8	-4
3	4	-4	0	-2.5	3
4	-9	30	6	-0.7	0
5	-42	-118	-35	-0.4	4
6	26	5	-2	-2.1	-2
7	-4	-5	-1	-2.0	-1
8	13	-12	-7	-1.8	-4
9	36	-7	47*	-2.5	-3
10	22	7	7	-2.6	-2
11	-4	-28	-20	3.2	-4
12	-3	20	6	-0.2	4

Gathered by group: the compounds so far containing an aryl thioether with sulfur outside any ring.
no.	Molecule	Peg3 prom inh	HIF-2a block	KKLEB cytotox	MITF TRPM1 inh	C8 TRAIL sens	NR2E3 ag-1
1	C=CCn1c(SCC(=O)N2CCOCC2)nc2sc(C)c(C)c2c1=O	25	19	0	-6	-5	-16
5	CSc1cccc(NC(=O)c2cccc3cccnc23)c1	-294	-221	-3	-40	15	-147
6	Cc1cc(=O)[nH]c(SCC(=O)Nc2ccc(Cl)cn2)n1	-4	8	-2	2	15	5

no.	CF NFkB inh	Shn3 inh set2	LMP1 NFkB inh	iPSC survival up	NR2E3 ag-2
1	17	14	1	0.3	-8
5	-42	-118	-35	-0.4	4
6	26	5	-2	-2.1	-2

Reprinted at random: 2 compounds from above, in no set order.
no.	Molecule	Peg3 prom inh	HIF-2a block	KKLEB cytotox	MITF TRPM1 inh	C8 TRAIL sens	NR2E3 ag-1
8	Cc1ccc(NS(=O)(=O)c2ccc3c(c2)CC(=O)N3)cc1F	4	8	0	1	-21	-17
11	CCCC(C)NC(=O)c1ccc2[nH]c3c(c2c1)CC(C)CC3 (stereo not given)	-102	-135	1	-17	0	-6

no.	CF NFkB inh	Shn3 inh set2	LMP1 NFkB inh	iPSC survival up	NR2E3 ag-2
8	13	-12	-7	-1.8	-4
11	-4	-28	-20	3.2	-4

The list continues:
no.	Molecule	Peg3 prom inh	HIF-2a block	KKLEB cytotox	MITF TRPM1 inh	C8 TRAIL sens	NR2E3 ag-1
13	CCCCS(=O)(=O)N1CCC(C(=O)Oc2ccc(Cl)cc2)CC1	8	11	-6	0	0	2
14	O=C1CCCC(O)=C1N=Nc1ccc(C(=O)O)cc1	-6	15	7	6	4	-16
15	COc1cc2c(cc1OC)C(c1ccc(Br)cc1)NCC2 (stereo not given)	11	19	8	.	-4	-18
16	CCCCCc1nc2sc3c(c2c(=O)n1NC(=O)c1ccc([N+](=O)[O-])cc1)CC(C)(C)OC3	30	-13	-8	-2	15	46
17	CNC(=O)c1nnc(Cc2ccc(F)cc2)o1	12	1	-4	.	2	-6
18	CCOC(=O)c1sc(NC(=O)CSc2ncn[nH]2)c(C#N)c1C	16	-7	0	18	-7	-20
19	CCCn1cc(S(=O)(=O)CC(=O)Nc2ccc(OCC)cc2)c2ccccc21	16	33	-4	7	-1	-27
20	O=C(NCc1ccc(Cl)cc1)c1ccc(CNc2c(N3CCCC3)c(=O)c2=O)cc1	3	51*	4	1	9	8
21	CCOC(=O)N1CCN(C(=O)COC(=O)CNC(=O)c2ccc(C)cc2)CC1	-10	4	1	-8	7	-6
22	CCOC(=O)N1CCC(N2C(=O)c3ccccc3C2Nc2ccc3c(C)cc(=O)oc3c2)CC1 (stereo not given)	-7	-1	-16	10	3	-9
23	COc1ccc(C2=NN(c3nc(C(=O)O)cs3)C(O)(C(F)(F)F)C2)c(OC)c1 (stereo not given)	6	-11	6	0	4	-20
24	CCNc1nnc(SCC(=O)c2cc(C)n(C3CC3)c2C)s1	-13	-62	-3	-5	7	-23

no.	CF NFkB inh	Shn3 inh set2	LMP1 NFkB inh	iPSC survival up	NR2E3 ag-2
13	-18	-4	5	0.3	2
14	7	-7	-1	0.0	12
15	-5	.	.	0.9	2
16	45	7	-11	-0.7	4
17	9	5	6	-0.1	2
18	15	13	10	0.2	5
19	11	14	2	3.6	1
20	2	12	-1	-0.6	3
21	5	2	0	-0.3	-1
22	1	-8	3	2.5	6
23	4	6	3	-0.5	-2
24	-14	-1	-2	-0.4	.

Next structures.
no.	Molecule	Peg3 prom inh	HIF-2a block	KKLEB cytotox	MITF TRPM1 inh	C8 TRAIL sens	NR2E3 ag-1
25	CC(=O)NC(CC(=O)NC1CCCCC1)c1ccccc1 (stereo not given)	6	16	2	-5	0	-3
26	COc1cccc(NC(=O)c2cc([N+](=O)[O-])ccc2N2CCN(C)CC2)c1	-3	-3	-4	-3	2	-21
27	CC(=O)NCCc1cc2cc(C)c(C)cc2[nH]c1=O	2	12	-1	2	8	6
28	COc1ccccc1Oc1coc2c(CN(C)C)c(O)ccc2c1=O	3	0	-13	-4	-10	-31
29	COc1ccc(OC)c(/C=N/NC(=O)c2ccc3nc[nH]c3c2)c1	9	10	5	9	8	-23
30	O=C(c1ccc2c(=O)n3c(nc2c1)CCC3)N1CCN(S(=O)(=O)c2cccc(F)c2)CC1	15	13	-2	2	-4	-15
31	Cc1nnc(SCc2ccc(C(=O)Nc3cc(Cl)ccc3C)cc2)s1	-51	-99	-4	-9	5	-23
32	N#CCOc1ccccc1CNC[C@H]1O[C@@H](n2cnc(C(N)=O)n2)[C@H](O)[C@@H]1O	2	10	20	6	27	-22
33	CCOc1ccc(N=C2C(=O)N(CN3CCOCC3)c3ccccc32)cc1	-11	-10	7	10	-7	-23
34	CC(C(=O)Nc1ccccc1F)N1C(=O)c2ccccc2C1=O (stereo not given)	4	13	-6	0	-5	-7
35	Cc1cccc2cc(CN(Cc3nnnn3C3CCCC3)C3CCCCC3)c(=O)[nH]c12	24	-36	0	5	-8	-5
36	Cc1cccc(S(=O)(=O)NC(=O)C2(C)CCN2C(=O)Cc2ccc(C(C)(C)C)cc2)c1 (stereo not given)	2	6	16	.	14	-16

no.	CF NFkB inh	Shn3 inh set2	LMP1 NFkB inh	iPSC survival up	NR2E3 ag-2
25	-12	-26	4	1.5	-4
26	-7	0	-3	-2.4	5
27	1	-22	-5	-1.1	-4
28	2	11	-3	-0.4	3
29	3	5	1	-0.6	-2
30	14	10	-3	0.2	4
31	-2	6	0	-0.1	2
32	-24	11	-8	-0.4	.
33	2	-5	-11	-3.5	-2
34	10	-7	0	2.8	4
35	-3	23	2	-0.8	-1
36	-11	12	.	3.9	.

Later entries:
no.	Molecule	Peg3 prom inh	HIF-2a block	KKLEB cytotox	MITF TRPM1 inh	C8 TRAIL sens	NR2E3 ag-1
37	COc1cc(S(=O)(=O)NCC2CCCO2)c(OC)cc1Cl (stereo not given)	11	9	-7	11	-2	-3
38	O=C(CSc1nnc2ccccn12)Nc1ccccc1C(=O)O	5	11	-10	3	3	3
39	Cc1ccc(C)c(C(=O)CN2C3=NCCCN3c3ccccc32)c1	-7	19	-6	3	26	-13
40	O=C(NCCN1CCOCC1)c1cccs1	0	-7	-5	7	-14	-28
41	COc1ccc(NC(=S)N2CCc3cc(OC)c(OC)cc3C2)cc1	-57	18	-1	4	-6	2
42	CCCCC(O)(CCCC)C(=O)NN(C(=O)OC)c1ccc(C)cc1	13	8	1	4	-1	-11
43	Cc1nc(C(=O)N2CCC(C)(C(=O)NS(=O)(=O)C3CC3)C2)c(C)o1 (stereo not given)	-2	10	9	.	-2	5
44	COc1ccc(CCNC(=O)CN(c2ccccc2OC)S(C)(=O)=O)cc1OC	9	3	-8	-5	-17	3
45	O=C1CCCC2=C1C1(CCCC1)N=C(Nc1nc3cc(-c4ccccc4)ccc3o1)N2	-10	-81	-13	.	32	-45
46	O/N=C(\Cc1cscn1)c1ccc(O)cc1O	-7	-17	5	-5	4	-25
47	Cc1csc(NC(=O)C2CCCCC2C(=O)O)n1 (stereo not given)	15	9	-8	2	-1	25
48	CCOC(=O)c1ccc(CN2Cc3ccccc3C2=O)cc1	0	2	2	-8	-4	6

no.	CF NFkB inh	Shn3 inh set2	LMP1 NFkB inh	iPSC survival up	NR2E3 ag-2
37	4	-11	-4	-3.4	-1
38	0	-5	1	0.7	1
39	18	19	-1	-3.9	1
40	17	-72	-9	16	-1
41	6	7	3	-0.8	1
42	1	-5	13	-0.7	0
43	-2	6	.	3.2	.
44	11	18	-5	-0.5	-1
45	35	28	.	-1.8	.
46	1	-3	1	-4.2	-5
47	4	-15	2	3.0	2
48	2	6	8	-0.3	-2

Next section.
no.	Molecule	Peg3 prom inh	HIF-2a block	KKLEB cytotox	MITF TRPM1 inh	C8 TRAIL sens	NR2E3 ag-1
49	COCCCNc1ncnc2c1nc1n2CCCC1	6	3	6	-8	-11	25
50	Cc1ccc(S(=O)(=O)NCCc2nnc3ccc(NCCCOC(C)C)nn23)cc1	-3	16	13	-11	8	6
51	c1cc2[nH]c3ccncc3c2cn1	15	6	-4	.	-16	3
52	C/C(=N/NC(=O)CNC(=O)/C=C/c1ccccc1)c1ccco1	-6	-7	-8	14	-1	-2
53	COc1ccc(C(=O)NN/C=C/C(=O)c2ccc(Br)cc2)cc1	15	-45	-5	.	9	-47
54	O=C(CCc1ccccc1)NCC1OCCc2ccccc21 (stereo not given)	-20	-16	0	-3	9	-11

no.	CF NFkB inh	Shn3 inh set2	LMP1 NFkB inh	iPSC survival up	NR2E3 ag-2
49	-10	-2	1	0.2	.
50	-4	2	0	-2.0	-1
51	12	10	-3	1.3	.
52	2	-7	0	0.0	2
53	-11	41	20	1.9	.
54	6	-11	3	-0.2	-3

High-throughput results from PubChem.

Some of the compounds tested. The share of hits here may be higher or lower than overall.
